Compound activity from PubChem.
KLF5 inh: kruppel-like factor 5 inhibition. AID 1700. DLD-1 KLF5 promoter-luciferase reporter, luminescence. hit rate 0.23% among 290,000. inhibition, % at 5 µM;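 active = inhibition above a per-plate limit of that plate's mean compound inhibition plus 3 SD, cut at about 60% in these data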;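 note: 0% = DMSO wells and 100% = LY294002 at 200 µM; higher means less KLF5 promoter-driven luciferase light; inactives centre near -14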
AI-2 QS modul: modulators of Vibrio harveyi AI-2 quorum sensing system. Vibrio harveyi JMH597 AI-2 luminescence/OD600 ratio, 9 h; stronger effect = lower value; strain lacks LuxN and CqsS sensors; 0 = neutral-control median. activity change, % at 7.5 µM. hit rate 0.4% among 300,000. AID 2094; in the data active = activity change below about -75%, passing the limit was not always enough; inconclusive = no clear call, values can overlap the other calls;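 note: luminescence divided by OD600 gain over 9 h not by final OD600 alone; inactives centre near 13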
GSK3 alpha inh: human GSK-3 alpha kinase inhibition; ADP-Glo luminescence, 60 min; hit rate 0.1% among 320,000; inhibition, % at 10 µM; AID 2650;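 in the data active = inhibition above about 50%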;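 note: GST-tagged GSK-3 alpha with peptide substrate and 25 µM ATP; 0% = DMSO neutral wells and 100% = GW8510 positive control wells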
Target sequence (P49840 whole entry, looked up): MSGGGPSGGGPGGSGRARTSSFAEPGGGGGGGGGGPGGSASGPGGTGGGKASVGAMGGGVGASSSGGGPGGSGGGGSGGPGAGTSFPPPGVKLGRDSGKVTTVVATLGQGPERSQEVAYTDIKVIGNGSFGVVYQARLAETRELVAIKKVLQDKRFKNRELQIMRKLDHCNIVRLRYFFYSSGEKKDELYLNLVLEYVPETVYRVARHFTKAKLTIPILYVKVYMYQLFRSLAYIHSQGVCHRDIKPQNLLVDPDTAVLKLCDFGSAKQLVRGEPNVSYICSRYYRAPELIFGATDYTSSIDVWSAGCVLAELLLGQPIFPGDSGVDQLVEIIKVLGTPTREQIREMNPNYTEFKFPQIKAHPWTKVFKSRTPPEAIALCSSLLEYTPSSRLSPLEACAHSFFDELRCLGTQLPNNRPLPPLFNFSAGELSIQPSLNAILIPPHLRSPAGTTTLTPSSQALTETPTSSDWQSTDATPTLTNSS
HSF-1 act: increases HSF-1 driven luciferase reporter signal; NIH3T3-HGL HSF-1 luciferase reporter, MG132, 8 h; 100% = twice DMSO control signal; activation, % at 9 µM; hit rate 1.7% among 300,000;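 active = mean replicate activation of at least 50% with a set share of replicates each reaching 50%; inconclusive = only one of those two conditions met; inactive = mean below 50% and too few replicates reaching it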;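 note: 0% = median of the neutral control wells and 100% = twice that signal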
HSF1 inhib: HSF1 inhibition; NIH3T3-HGL HSE-luciferase, MG132-induced, luminescence 8 h; stronger effect = lower value; activity change, negative = inhibition, % at 7.5 µM (by protocol); hit rate 0.77% among 300,000; AID 2098;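 active = more than half of replicate wells show activity change below -50%, luminescence cut by over half; inconclusive = some wells, but at most half, below -50%; inactive = no replicate well below -50%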;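 note: luciferase reports HSF-1 transcriptional activity via heat shock element; 0% = median of DMSO wells and -100% = zero luminescence signal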
HSP90 inh: HSP90 refolding inhibition in rabbit reticulocyte lysate; luciferase refolding luminescence, 3 h; inhibition, % at 5.6 µM; hit rate 0.91% among 290,000;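 active = inhibition above the screen-wide mean plus 3 SD, computed separately per campaign, cut at about 16% in these data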;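 note: 0% = DMSO wells and 100% = 60 µM geldanamycin wells; inhibitors lower the luminescence because luciferase stays unfolded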
PolyA inh: inhibitors of polyadenylation in S. cerevisiae. hit rate 0.02% among 300,000. calls only at 12 µM. AID 1875. S. cerevisiae SKY197-pL101 polyadenylation reporter, beta-gal luminescence; efflux-impaired pdr1/pdr3 knockout yeast; score 100 = 6 SD above DMSO;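 active = lowest replicate activity score at least 50, where 100 means six control SD above control mean; inconclusive = lowest score under 50 but half or more replicates reach 50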;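 note: yeast exposed to compound for 9 h at 30 °C; higher score means more reporter readthrough which indicates perturbed polyadenylation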
IEC-6 cytotox: kills IEC-6 intestinal cells in KLF5 counter-screen; IEC-6 cytotoxicity, luminescence viability; inhibition, % at 5 µM; hit rate 0.78% among 290,000; AID 1825; in the data active = inhibition above about 22%;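 note: 0% = plate median of test compound wells and 100% = cytotoxic reference compound wells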
GSK3beta inhib: inhibitors of human GSK3beta kinase; P49841; GST-GSK3beta kinase, ADP-Glo luminescence, 60 min; stronger effect = lower value; activity score (negative = inhibition), % at 10 µM; hit rate 0.038% among 300,000;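 active = more than half of replicate wells score below -50%, meaning over 50% inhibition versus plate controls; inconclusive = some replicates but at most half score below -50%; inactive = no replicate scores below -50%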;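 note: 0% = median DMSO wells and -100% = median GW8510 positive control wells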
Target sequence (P49841 whole entry, looked up): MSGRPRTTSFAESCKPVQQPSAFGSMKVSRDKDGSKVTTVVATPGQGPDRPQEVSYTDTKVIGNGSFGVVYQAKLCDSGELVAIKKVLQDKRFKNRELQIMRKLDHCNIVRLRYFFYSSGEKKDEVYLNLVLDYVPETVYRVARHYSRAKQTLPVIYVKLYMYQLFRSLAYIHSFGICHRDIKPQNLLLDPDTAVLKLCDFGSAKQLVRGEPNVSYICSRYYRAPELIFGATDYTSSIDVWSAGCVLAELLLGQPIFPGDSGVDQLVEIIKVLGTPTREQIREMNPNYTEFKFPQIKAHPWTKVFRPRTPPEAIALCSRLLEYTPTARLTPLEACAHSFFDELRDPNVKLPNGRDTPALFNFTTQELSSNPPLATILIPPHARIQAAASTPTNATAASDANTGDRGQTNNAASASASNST
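Test system: GST-fused GSK3beta enzyme, cell-free | Quantity: 1.6 ng GST-GSK3beta enzyme per well | Reagent: 25 µM ATP with peptide substrate | Schedule: 60 min enzyme reaction, room temperature | Signal: Luminescent ADP-Glo measurement of ADP formed | Read-out basis: Score relative to plate controls | Control set: DMSO and 20 µM GW8510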
aSyn 5UTR inh: 5' untranslated region of α-synuclein, MLPCN primary screen; alpha-synuclein 5'UTR reporter, inhibitor activity; inhibition, % (tested at 7.5 µM); hit rate 0.82% among 300,000; AID 1813; in the data active = inhibition above about 60%; inconclusive = no clear call, values can overlap the other calls;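 note: H4 neuroglioblastoma cells stably carrying SNCA 5'UTR luciferase fusion; 0% = DMSO wells and 100% = positive control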
* hit, by the source's call; i = inactive; ? = inconclusive; . = no result given. Only part of the results is shown, so the mix of outcomes need not match the whole.

Screens in order: KLF5 inh	AI-2 QS modul	GSK3 alpha inh	HSF-1 act	HSF1 inhib	HSP90 inh	PolyA inh	IEC-6 cytotox	GSK3beta inhib	aSyn 5UTR inh
- COc1cccc(C2CC(c3cccs3)=NN2C(=O)CSC2=NCCS2)c1OC (stereo unspecified)
 : -13	5	-2	32	11	3	i	0	1	-4
- CCc1nc(SCc2ccccc2C#N)n[nH]1
 : -40	11	1	-3	3	-2	i	-5	3	2
- CCOc1ccc(OCC(=O)Nc2ccc(S(N)(=O)=O)cc2)cc1
 : 6	40	0	3	-6	1	i	1	-1	-17
- COc1ccc(-c2noc(C)c2-c2ccc3ccccc3n2)c(O)c1
 : -1	17	1	2	3	0	i	-2	1	8
- Cc1cc(C)cc(NC(=O)Cn2nnc3ccccc3c2=O)c1
 : -63	-83*	-3	25	1	2	i	4	3	-9
- COc1ccccc1CNC(=O)C(C)n1cccc1C(=O)c1ccccc1 (stereo unspecified)
 : -6	-5	2	16	-1	2	i	-1	-3	13
- CCOC(=O)c1c(NC(=O)CN2C(=O)C(=O)N(CC(C)C)C2=O)sc(C)c1CC
 : .	38	-3	3	2	.	i	.	1	8
- COc1ccc2sc(NC(C)=O)nc2c1
 : -143	11	13	28	22	3	i	-2	0	-119
- Cc1cccc(C(P(=O)(c2ccccc2)c2ccccc2)P(=O)(c2ccccc2)c2ccccc2)n1
 : 9	27	-3	-52	-39	3	i	2	1	3
- c1cc2c(cn1)cnc1cscc12
 : 2	9	1	-10	-8	-5	i	0	-5	18
- CCC(c1nnnn1Cc1ccc(F)cc1)N(CCCO)Cc1cc2cc3c(cc2[nH]c1=O)OCO3 (stereo unspecified)
 : -43	23	-1	-50	-39	2	i	0	1	-1
- Cc1ccc(-c2ccnc(-c3ccc(O)cc3)n2)cc1
 : 6	17	-2	65*	23	-4	i	3	-2	-60
- Cc1nn(-c2ccc(F)cc2)c2sc(C(=O)OCC(=O)N3CCC(C)CC3)cc12
 : -18	6	0	1	0	3	i	-2	0	2
- O=c1c(-c2ccc(O)cc2)coc2cc(OC3OC(CO)C(O)C(O)C3O)ccc12 (stereo unspecified)
 : -75	26	2	10	-1	-2	i	2	-2	-82
- COc1ccc(-c2csc(NC(CO)c3nc4ccccc4n3CCOCCO)n2)cc1 (stereo unspecified)
 : .	20	-2	-1	10	.	i	.	-3	-3
- Cc1ccc(C(=O)Nc2nccc(-c3cccs3)n2)cc1
 : -31	2	1	-8	5	-1	i	2	1	-66
- CC(C)(C)S(=O)(=O)c1cnc2c(-c3ccc(F)cc3)cnn2c1N
 : -6	10	-1	2	-7	1	i	2	0	-45
- Cc1ccccc1NC(=O)COC(=O)/C=C/c1cn(-c2ccccc2)nc1-c1cccnc1
 : -17	48	3	-7	6	-6	i	-1	2	25
- COc1ccc(/C=C(\C#N)C(=O)NCc2cccnc2)cc1OC
 : 2	10	-2	-9	-3	1	i	-2	0	-32
- CCN(CC)CCOC(=O)c1cccc(Cl)c1
 : 3	13	-2	.	.	-1	i	8	1	7
- C[C@H]1CCC[C@@]2(O[C@H](CCO)C[C@H](O)[C@H]2O)O1
 : .	13	-3	-4	-2	.	i	.	-1	-34
- O=C1CC(Nc2cc(=O)[nH]c(=O)[nH]2)C(=O)N1c1ccccc1Cl (stereo unspecified)
 : -26	9	-4	-8	1	6	i	-6	2	1
- CCOC(=O)c1cnc2c(c(C)nn2C)c1Oc1ccccc1F
 : -1	22	-1	1	1	1	i	5	1	6
- O=C(NCc1ccc(Cl)cc1)C1CCC(CNc2c(N3CCCCC3)c(=O)c2=O)CC1 (stereo unspecified)
 : -1	57	-2	10	2	-1	i	-2	1	1
- CC1CCCC(C)N1C(=O)CSc1nccc(=O)[nH]1 (stereo unspecified)
 : -51	-5	10	27	7	0	i	-5	-1	2
- CC(=O)Nc1ccc(C(=S)NCC2(N(C)C)CCCCC2)cc1
 : -10	8	-2	-16	-9	4	i	0	2	-8
- O=C(Nc1ncccc1O)c1cccc(S(=O)(=O)NCc2ccccc2)c1
 : .	13	-1	-6	-3	.	i	.	0	1
- N=c1c2c3c(sc2ncn1Nc1ccccc1)CCC3
 : -1	20	1	-2	-8	4	i	20	-2	-4
- O=C(N/N=C\c1ccc(Cl)s1)C1COc2ccccc2O1 (stereo unspecified)
 : -7	4	-3	-7	2	0	i	3	1	-67
- O=S(=O)(Nc1ccccc1)c1cccc2nonc12
 : -43	9	0	-7	-2	3	i	0	-3	-3

Retrieved one by one from the entries so far (2):
Screens in order: KLF5 inh	AI-2 QS modul	GSK3 alpha inh	HSF-1 act	HSF1 inhib	HSP90 inh	PolyA inh	IEC-6 cytotox	GSK3beta inhib	aSyn 5UTR inh
- C[C@H]1CCC[C@@]2(O[C@H](CCO)C[C@H](O)[C@H]2O)O1
 : .	13	-3	-4	-2	.	i	.	-1	-34
- CC1CCCC(C)N1C(=O)CSc1nccc(=O)[nH]1 (stereo unspecified)
 : -51	-5	10	27	7	0	i	-5	-1	2

Continuation.
Screens in order: KLF5 inh	AI-2 QS modul	GSK3 alpha inh	HSF-1 act	HSF1 inhib	HSP90 inh	PolyA inh	IEC-6 cytotox	GSK3beta inhib	aSyn 5UTR inh
- COc1ccc(-c2cc(C(=O)NN3CCOCC3)c3ccccc3n2)cc1OC
 : -24	14	.	-9	-9	-2	i	5	1	-5
- O=C(CN(C(=O)C1CSC(=O)C1)c1cccc(F)c1)NCc1ccc2c(c1)OCO2 (stereo unspecified)
 : -14	22	-1	6	-5	-6	i	-8	-1	14
- COc1ccc(S(=O)(=O)N[C@@H](CC(C)C)C(=O)O)cc1
 : -28	14	-4	-4	-2	-1	i	2	-1	-12
- Cc1c(CN2CCc3c([nH]c4ccccc34)C2CC(C)C)cnn1C (stereo unspecified)
 : -4	-4	-1	-48	-32	1	i	6	0	-15
- O=C(NNC(=O)C1CCN(c2ncccn2)CC1)c1ccc(F)cc1
 : -8	18	0	-4	-7	-1	i	5	0	7
- O=S(=O)(/N=C(/c1ccccc1Cl)N1CCOCC1)c1ccccc1
 : 5	36	6	-68	-58*	-3	i	0	1	-10
- C/C=C(\C)C(=O)Nc1cccc(C2=NOC3(C2)C[C@@H](C(N)=O)N(C(=O)/C(C)=C/C)C3)c1 (stereo partly specified)
 : .	16	-1	-4	-5	.	i	.	-2	15
- COc1ccc(C)cc1N(CC(=O)N1CCCCCC1)S(=O)(=O)c1ccccc1
 : -23	12	-2	9	4	2	i	-3	-3	-2
- O=C1/C(=C\c2ccc(Br)o2)SC(=Nc2ccccc2)N1c1ccccc1
 : -17	24	-1	46	29	0	i	3	-7	0
- CC(NC(=O)CCc1nnc(-c2ccccc2)o1)c1ccccc1 (stereo unspecified)
 : -46	16	-1	11	6	0	i	2	1	-10
- CN(C)S(=O)(=O)c1ccc(NC(=O)/C=C/c2ccccc2Cl)cc1
 : -32	-93*	.	44	13	-3	i	0	-1	-52
- CCOC(=O)c1c(NC(=O)C2COc3ccccc3O2)sc(C(C)=O)c1C (stereo unspecified)
 : 4	-8	-1	0	-3	-1	i	0	-1	27
- O=Cc1ccc(Oc2cccc(C(F)(F)F)c2)nc1
 : -1	0	3	14	-3	2	i	-7	4	7
- CC(C)Cc1nc2sc3c(SCC(N)=O)ncnc3c2c2c1CCC2
 : -2	11	0	.	.	2	i	-11	2	.
- CCOc1cc(C=O)ccc1OCc1cc(=O)n2cc(C)ccc2n1
 : -5	-4	1	-10	-4	1	i	12	0	11

Next part:
Structure,KLF5 inh,AI-2 QS modul,GSK3 alpha inh,HSF-1 act,HSF1 inhib,HSP90 inh,PolyA inh,IEC-6 cytotox,GSK3beta inhib,aSyn 5UTR inh
N#Cc1c2c(c(-c3ccco3)[nH]c1=O)CCCC2,-20,8,0,7,-7,6,i,-3,-1,-11
CC(NC(=O)COC(=O)c1cc(=O)[nH]c2ccccc12)c1ccccc1 (stereo unspecified),8,0,-4,0,-6,5,i,3,-1,-15
CC(C)NC(=O)CN1CCC(c2nc3ccccc3[nH]2)CC1,-14,4,1,7,-5,-1,i,4,-2,-2
CC1C=Cc2ccccc2N1C(=O)c1ccccc1 (stereo unspecified),-17,12,-2,-70,-63*,2,.,0,-2,-24
CCOc1cc(/C=N\NC(=O)OC(C)(C)C)ccc1OC(=O)c1ccco1,0,9,-2,13,-1,0,i,3,-1,-9
COc1ccc(C(=S)N2CCCC2)cc1C,-4,4,-2,?,21,-1,i,-2,-2,16
O=C(c1ccccc1-c1ccccc1)N1CCN(c2ccccn2)CC1,35,35,-1,-2,-7,5,i,34*,4,-2
COc1ccccc1-c1cc(C(=O)NCCc2ccccc2)no1,-82,45,-34,19,20,2,i,8,0,-114
